# Compound activity from PubChem.
# NPSR antagonist: qHTS Assay for Antagonists of the Neuropeptide S Receptor: cAMP Signal Transduction | Q6W5P4 | CHO-NPSR cells, cAMP TR-FRET, antagonist mode | Potency, µM (highest dose often 38.3 µM), inactives show at the highest dose activity change, negative = inhibition, most hits filed as inhibitors | 220,000 tested, 1% active; further: on the % scale 0 is the no-effect control and ±100 the full control effect; nearly all actives have a fitted effect of over 50% in size; many of its hits are not listed in these tables
# Target sequence (Q6W5P4 whole entry, looked up): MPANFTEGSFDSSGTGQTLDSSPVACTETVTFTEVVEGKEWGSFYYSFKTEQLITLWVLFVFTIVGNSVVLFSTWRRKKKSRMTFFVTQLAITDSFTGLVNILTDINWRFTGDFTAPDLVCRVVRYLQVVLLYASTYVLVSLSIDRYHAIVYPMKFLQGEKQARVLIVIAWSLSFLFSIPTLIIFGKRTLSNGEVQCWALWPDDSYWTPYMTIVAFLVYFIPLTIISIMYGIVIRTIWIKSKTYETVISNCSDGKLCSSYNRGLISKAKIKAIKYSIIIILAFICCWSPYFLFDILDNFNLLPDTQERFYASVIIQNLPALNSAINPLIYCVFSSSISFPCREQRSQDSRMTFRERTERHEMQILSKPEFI
# Epigenetic reg: Quantitative High-Throughput Screen for Regulators of Epigenetic Control | Potency, µM (series often up to 53.9 µM), for inactives: at the top dose GFP activation, actives largely listed as activators | 280,000 tested, 0.2% active | murine LDR cells, GFP reporter derepression, 30 h; further: % of control where 0% means no effect; nearly all actives have a fitted effect of over 60% in size
#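 In this reporter-derepression format, murine cells bearing a silenced integrated CMV-GFP locus incubate with test compound (30 h, 37 C), then are washed and imaged; fluorescent objects of 20–120 um count as induced cells.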
# GLA spleen mod: qHTS Assay for Inhibitors and Activators of Human alpha-Galactosidase From Spleen Homogenate. Alpha-galactosidase A (Homo sapiens), P06280. human spleen homogenate, 4MU-alpha-Gal fluorescence, 40 min. Potency, µM (highest dose often 80 µM), inactives show at the highest dose activity change, negative = inhibition, actives largely listed as inhibitors. 240,000 tested, 0.008% active;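 further: 0% = enzyme with vehicle and -100% = no enzyme basal signal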
#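 Human spleen homogenate (1 ug) was the enzyme source, with 4-methylumbelliferyl-alpha-D-galactopyranoside (1 mM final) in pH 5.0 citrate buffer with 0.01% Tween-20. Compounds were titrated; after 40 min at 37C, NaOH/glycine stop, 4-MU fluorescence read; AC50 from Hill fits.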
# GAA spleen mod: qHTS Assay for Inhibitors and Activators of Human alpha-Glucosidase From Spleen Homogenate | Lysosomal alpha-glucosidase (Homo sapiens), P10253 | human spleen homogenate, 4-MU-alpha-glucoside fluorescence | Potency, µM (doses to about 79.9 µM), for inactives: top-dose activity change, negative = inhibition, hits mostly inhibitors | 240,000 tested, 0.006% active;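 further: 0% = enzyme with vehicle and -100% = no enzyme basal signal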
#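 Human spleen homogenate (1 ug) incubated with compounds and 1 mM 4-methylumbelliferyl-alpha-D-glucopyranoside in pH 5.0 citrate/phosphate buffer, 37 C, 40 min. Stopped at pH 10; 4-MU fluorescence (Ex 365/Em 440 nm); AC50 by Hill fit.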
# GAA inhib: qHTS Assay for Inhibitors of Human alpha-Glucosidase as a Potential Chaperone Treatment of Pompe Disease; purified human GAA, 4-MU-alpha-glucoside fluorescence; Potency, µM (doses to about 76.9 µM), without a hit: at the highest dose activity change, negative = inhibition, hits mostly inhibitors; 200,000 tested, 0.005% active; AID 1466, 2008;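 further: plate controls were uninhibited enzyme wells for no effect and no-enzyme background for full effect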
#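 AC50 values come from Hill fits of compound titrations (up to 77 uM) against 4 nM human enzyme. Substrate 4-methylumbelliferyl-alpha-D-pyranoside at 400 uM, pH 5.0 citrate buffer, 20 min room temperature; fluorescence Ex 365/Em 440 after alkaline stop.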
# Tau fluor cs: Counterscreen qHTS for Inhibitors of Tau Fibril Formation, Fluorescence Polarization | tau K18 P301L Alexa594 fluorescence, heparin fibrillization | Potency, µM (titrated, usually from 57.7 µM), for inactives: at the highest dose activity change, negative = decrease | 280,000 tested, 0.93% active; further: on the % scale 0 is the no-effect control and ±100 the full control effect; nearly all actives have a fitted effect of over 55% in size
#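 Human tau K18 P301L (15 uM unlabeled, 0.24 uM Alexa 594-labeled) in 100 mM sodium acetate pH 7 with 20 uM heparin, 6 hr at 37 C. ThT 30 uM added, 1 hr ambient; Alexa 594 FP and total fluorescence read at 555/632 nm.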
# GAA glycogen: qHTS Assay for Inhibitors and Activators of Human alpha-Glucosidase Cleavage of Glycogen. Lysosomal alpha-glucosidase (Homo sapiens), P10253. recombinant GAA, glycogen substrate, Amplex Red glucose oxidase fluorescence. Potency, µM (series often up to 76.4 µM), for the others: at the highest dose activity change, negative = inhibition, usual class: inhibitors. 300,000 tested, 0.38% active;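 further: 0% = full enzyme reaction and -100% = no-enzyme basal signal; the screen sought inhibitors and activators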
#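 qHTS, 1536-well; enzyme 4 nM final; cpd up to 77 uM; substrate bovine liver glycogen 30 ug; 50 mM citrate/phosphate pH 5.0, 0.01% Tween-20; 37 C, 40 min; Amplex Red detection 45 min RT; Hill fit → AC50.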
# ALDH1A1 inh: qHTS Assay for Inhibitors of Aldehyde Dehydrogenase 1 (ALDH1A1); Potency, µM (top dose mostly 75.3 µM), for the others: at the top dose activity, negative = inhibition, usual class: inhibitors; 220,000 tested, 7.3% active; Purified ALDH1A1, NADH fluorescence, propionaldehyde substrate; Aldehyde dehydrogenase 1A1 (Homo sapiens), P00352; active means well fitted inhibition curve with a large enough effect, not every such curve was filed as active; inconclusive means small, poorly fitted or top-dose-only effect, or another doubt; inactive means no such curve, though single readings can be large or run the other way;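 further: plate controls were no enzyme wells and a reference inhibitor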
# Target sequence (P00352 whole entry, looked up): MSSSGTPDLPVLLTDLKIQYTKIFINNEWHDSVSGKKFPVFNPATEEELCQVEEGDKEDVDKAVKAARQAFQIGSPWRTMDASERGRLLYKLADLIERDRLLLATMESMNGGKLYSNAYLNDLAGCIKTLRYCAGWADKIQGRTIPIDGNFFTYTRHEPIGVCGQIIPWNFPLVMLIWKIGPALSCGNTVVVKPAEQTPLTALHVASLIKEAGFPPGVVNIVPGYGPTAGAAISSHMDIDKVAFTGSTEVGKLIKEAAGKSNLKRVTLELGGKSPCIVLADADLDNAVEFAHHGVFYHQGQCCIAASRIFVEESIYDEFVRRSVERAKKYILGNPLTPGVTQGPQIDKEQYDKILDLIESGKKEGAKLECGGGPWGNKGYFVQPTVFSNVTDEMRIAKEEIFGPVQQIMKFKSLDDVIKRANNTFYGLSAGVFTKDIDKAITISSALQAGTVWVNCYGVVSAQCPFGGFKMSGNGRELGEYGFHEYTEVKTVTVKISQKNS
# * hit, by the source's call; ? = inconclusive; nt = not tested or not shown; [ ] = dose if it differs, or a comment. Unless noted, the call rests on the fitted dose curve; in most records, active means well fitted curve in the direction sought with a large enough effect; inconclusive means small, poorly fitted or top-dose-only effect, or another doubt; inactive means no such curve, though single readings can be large; an effect the other way counts as inactive or inconclusive. Potency means the concentration at half of the fitted maximal effect.
SMILES,NPSR antagonist,Epigenetic reg,GLA spleen mod,GAA spleen mod,GAA inhib,Tau fluor cs,GAA glycogen,ALDH1A1 inh
CCOC(=O)C1=C(C)NC2=C(C(=O)C(C(=O)OC)C(C)C2)C1c1ccc(OC)c(O)c1 (configuration not stated),4%[46.1 µM],3.8%,21%,-4%,-2%,2%,?,8%
CCOc1cc(C)c(Cl)cc1S(=O)(=O)NCCOC,4%,1.6%,-17%,1%,-1%,-11%,9%,-15%
COc1cccc(CN2CCN(Cc3ccc(C)o3)CC2CCO)c1 (configuration not stated),-12%,1.1%,5%,-1%,2%,-4%,15%,10%
Cc1c(CCO)c(=O)n(-c2ccccc2)n1S(=O)(=O)c1c(Cl)cc(Cl)cc1Cl,?,-1.1%,5%,-3%,-7%,-13%,-13%,-3%
C=CCn1c(Cc2nc3ccccc3[nH]2)n[nH]c1=S,-7%[46.1 µM],0.0%,-2%,-14%,-2%,-1%,-6%,?
CCOC(=O)c1sc(=S)n(-c2ccccc2Cl)c1SC,-23%[46.1 µM],1.5%,-1%,-2%,?,-17%,-17%,18µM*
O=C(O)Cc1cn(Cc2ccc(F)cc2)c2ccccc12,-15%,-0.3%,-4%,-1%,0%,-2%,2%,-5%
CC(C)(C)c1ccc(C(=O)O)c(C(=O)c2ccc(C(=O)O)cc2)c1,46%,2.5%,-4%,2%,nt,-7%,-8%,nt
N/C(Cc1ccccc1)=N\OC(=O)c1cccc2ccccc12,-5%,-1.6%,5%,6%,-2%,-13%,-3%,-6%
CCN(CC)CCNc1c2c(c(C#N)c3nc4ccccc4n13)CCCC2,-11%[46.1 µM],3.9%,12%,0%,-3%,-8%,7%,4%
O=[N+]([O-])c1cccc(/C=N/n2c(C3CCCCC3)n[nH]c2=S)c1,-22%,-1.0%,2%,-4%,-1%,-13%,9%,-10%
COC(=O)c1ccccc1NC(=O)CSc1nc(C)cc(C)n1,-7%,-2.2%,-6%,nt,0%,-4%,0%,-6%
c1ccc(N2CCN(CCc3nnc4n3CCCCC4)CC2)cc1,-2%[46.1 µM],-0.2%,-4%,-13%,6%,7%,-1%,-10%
CN(C)CCNC(=O)COc1ccc(C23CC4CC(CC(C4)C2)C3)cc1,-11%,3.9%,-5%,-2%,-5%,-18%,22%,-2%
O=C(N/N=C/c1cccc([N+](=O)[O-])c1)c1ccc2c(c1)OCCO2,-5%[46.1 µM],-1.1%,0%,-6%,8%,-12%,-3%,?
COc1ccc(NC(=O)Cn2c(NCC(C)O)nc3ccccc32)cc1Cl (configuration not stated),3%,7.7%,-7%,-8%,1%,-8%,28%,-3%
CCOC(=O)C1=C(CS(=O)(=O)c2ccc(C)cc2)NC(=O)NC1c1ccc(O)c(OC)c1 (configuration not stated),2%,5.3%,5%,0%,nt,1%,-20%,nt
Cc1ccc(S(=O)(=O)N2CCN(C(=O)CN3CCc4ccccc4C3)CC2)cc1,-4%[46.1 µM],-1.9%,0%,-5%,0%,3%,-5%,14µM*
O=C(c1ccc2c(c1)N(Cc1ccccc1)C(=O)CS2)N1CCOCC1,-7%[46.1 µM],-1.2%,-5%,-1%,-10%,-2%,10%,?
O=[N+]([O-])c1ccccc1/C=N\N1CCN(c2ccccc2)CC1,10%,-2.0%,-5%,4%,-3%,?,-12%,-13%

SMILES,NPSR antagonist,Epigenetic reg,GLA spleen mod,GAA spleen mod,GAA inhib,Tau fluor cs,GAA glycogen,ALDH1A1 inh
Cc1cc(C)c(S(=O)(=O)N2CCCOC2CNC(=O)C(=O)NCc2cccs2)c(C)c1 (configuration not stated),10%,0.0%,0%,1%,-4%,-26%,0%,4%
CC(C)(C)CC(=O)Nc1cc(S(=O)(=O)N2CCCCCC2)ccc1Cl,-10%,-1.0%,-1%,-8%,?,-23%,-4%,4%
COc1ccc(-c2csc(NC(=O)CCn3cnc4ccccc4c3=O)n2)cc1OC,-18%[46.1 µM],0.9%,7%,-6%,7%,?,5%,-14%
O=C(c1ccc(F)cc1)N1CCCCC(S(=O)(=O)c2ccccc2)C1=O (configuration not stated),4%,3.3%,3%,0%,-5%,-6%,-3%,?
O=C(Cc1ncc(C(F)(F)F)cc1Cl)Nc1cccc(Br)c1,-17%[46.1 µM],0.4%,4%,-2%,-3%,-25%,4%,-4%
COC(=O)c1cccc(NC(=O)CSc2nnc(COc3cccc(C)c3)n2C)c1,2%[7.67 µM],-1.2%,3%,1%,-2%,-23%,2%,-1%
Cc1ccc(NC(=O)CC(=O)c2ccc([N+](=O)[O-])cc2)cc1S(=O)(=O)Nc1cccc(Cl)c1,-45%,0.0%,-3%,-6%,-2%,3%,1%,-3%
CC(=O)Nc1ccc(/C=N/Nc2nc3ccccc3[nH]2)cc1,-16%,-1.0%,21%,-13%,-6%,1%,nt,-3%
CN1CCN(C(=S)c2ccc(-c3cccc(Cl)c3Cl)o2)CC1,-26%,-3.2%,2%,-1%,?,-21%,-8%,?
CCOC(=O)C1=C(C)NC2=C(C(=O)CC(C)(C)C2)C1c1ccc(N(C)C)cc1 (configuration not stated),-22%[46.1 µM],0.0%,1%,-4%,?,-21%,-15%,?
O=[N+]([O-])c1ccc(N2CCN(c3ccc(Cl)nn3)CC2)c(Cl)c1,0%[46.1 µM],0.1%,-17%,-9%,?,-9%,14%,-1%
O=[N+]([O-])c1cc2c(cc1/C=N/n1c(-c3ccccn3)n[nH]c1=S)OCO2,-12%,1.1%,7%,-1%,1%,-10%,-11%,28µM*
CCC(C)c1ccc(NC(=S)Nc2ccc(OC)cc2C)cc1 (configuration not stated),-29%,-1.0%,2%,-17%,5%,-7%,?,0%
Cc1ccc(C(=O)O)cc1NC(=S)NC(=O)c1ccc([N+](=O)[O-])c(C)c1,-18%,-0.4%,5%,1%,-10%,-10%,-12%,?
C[N+]1(CC#CC(O)(c2ccccc2)c2ccccc2)CCCC1,7%,-7.3%,3%,4%,0%,6%,-1%,0%
COc1ccccc1NC(=O)CCC(=O)OCc1cccc([N+](=O)[O-])c1,10%,2.4%,4%,7%,1%,-5%,1%,20%
CCOc1ccc2[nH]c(C)c(CN3CCCCC3)c(=O)c2c1,4%[46.1 µM],0.0%,-7%,-2%,1%,-9%,19%,-6%
Cn1cnc([N+](=O)[O-])c1Sc1nc2ccccc2[nH]1,-11%,-0.4%,-4%,-2%,0%[15.4 µM],-30%,5%,20µM*
N#CCCn1c(Cl)nc2ccccc21,0%[46.1 µM],-2.6%,-3%,-4%,-5%,2%,5%,-5%
Cc1cccc(C)c1NC(=O)COC(=O)c1ccc2c(c1)OCO2,-14%,-1.2%,-3%,3%,2%,5%,5%,11%

SMILES,NPSR antagonist,Epigenetic reg,GLA spleen mod,GAA spleen mod,GAA inhib,Tau fluor cs,GAA glycogen,ALDH1A1 inh
FC(F)(F)c1cc(-c2ccccc2)nc2nc(N3CCOCC3)sc12,-45%,2.2%,1%,2%,5%,-10%,-7%,0%
CCCc1nn2c(=O)cc(O)nc2s1,21%,2.5%,-5%,-1%,-5%,7%,6%,6%
COc1cccc(CNC(=O)C2CCC(CNc3nc(=S)[nH]c4ccccc34)CC2)c1 (configuration not stated),-11%,4.5%,-2%,-5%,1%,-10%,1%,-10%
COc1cc(CN(C)CC(=O)c2[nH]c(C)c(C(C)=O)c2C)ccc1OC(F)F,4%[46.1 µM],-0.8%,-1%,-5%,-3%,-6%,3%,3.5µM*
CCN(Cc1ccncc1)C(=O)c1ccc2c(c1)S(=O)(=O)c1ccccc1C2=O,13%,0.0%,5%,0%,-4%,1%,4%,?
O=C(c1cccs1)N1CCN(Cc2cccc([N+](=O)[O-])c2)CC1,-6%,-0.1%,0%,-10%,2%,1%,-4%,?
CC(C)c1csc(CN2CCN(Cc3ccc(F)c(F)c3)C(CCO)C2)n1 (configuration not stated),-4%,4.2%,-6%,-8%,2%,-3%,13%,2%
CCOC(=O)c1sc(NC(=O)COc2ncnc3ccccc23)c(C(=O)OCC)c1C,-16%,1.3%,1%,-4%,1%,14%,11%,-16%
CCOC(=O)c1cnc(SCC(=O)Nc2cc(OC)cc(OC)c2)nc1N,-4%[46.1 µM],-1.0%,-6%,1%,0%,-9%,-2%,-11%
COc1ccc(CNC(=O)C2CCCN2S(=O)(=O)c2ccc(F)cc2)cc1 (configuration not stated),-2%,0.0%,-2%,-1%,13%,2%,10%,-7%
Cc1nn(C)c(C)c1/C=C(/C(=O)C(C)(C)C)n1cncn1,9%,1.0%,-1%,6%,nt,-9%,6%,nt
CCOC(=O)c1c(NC(=O)c2ccc(N3C(=O)[C@@H]4[C@H](C3=O)[C@H]3C=C[C@@H]4C3)cc2)sc2c1CCCC2,-11%,1.0%,8%,2%,-1%,-10%,-6%,?
CC1=Nc2ccccc2N=C(NC(=O)CN2CCN(c3ccccc3)CC2)C1c1ccccc1 (configuration not stated),54%,-1.2%,16%,8%,nt,-2%,-15%,0.89µM*
CCN(CC(=O)Nc1cccc(OC)c1)c1ncnc2sc(C)c(C)c12,17%,1.1%,-5%,-15%,-8%,-12%,10%,-1%
Cc1ccc(-c2noc(CCC(N)=O)n2)cc1,13%[7.67 µM],2.8%,11%,1%,8%,-6%,-5%,4%

# 3 of the compounds above, with two lines to a compound:
# The line under a structure holds: NPSR antagonist	Epigenetic reg	GLA spleen mod	GAA spleen mod	GAA inhib	Tau fluor cs	GAA glycogen	ALDH1A1 inh
COc1cc(CN(C)CC(=O)c2[nH]c(C)c(C(C)=O)c2C)ccc1OC(F)F
 : 4%[46.1 µM]	-0.8%	-1%	-5%	-3%	-6%	3%	3.5µM*
CCN(Cc1ccncc1)C(=O)c1ccc2c(c1)S(=O)(=O)c1ccccc1C2=O
 : 13%	0.0%	5%	0%	-4%	1%	4%	?
O=C(c1cccs1)N1CCN(Cc2cccc([N+](=O)[O-])c2)CC1
 : -6%	-0.1%	0%	-10%	2%	1%	-4%	?

# A portion of the library; rates above refer to the full screens.
